Screening results as filed in PubChem.
ERK EGF block: blocks ERK signaling stimulated by EGF. 130,000 tested, 0.41% active. Potency, µM (titrated, usually from 11.5 µM), for the others: at the top dose activity change, negative = inhibition, usual class: inhibitors. HEK293-V1b, EGF-stimulated phospho-ERK AlphaScreen; active = well fitted inhibition curve with a large enough effect; inconclusive = small, poorly fitted or top-dose-only effect, or effect the other way;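 also: plate controls were stimulated vehicle wells for no effect and unstimulated vehicle basal for full effect; nearly all actives have a fitted effect of over 55% in size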
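Cell line HEK293 (stable V1b), low serum overnight. Pretreatment: compound 30 min, 37C. EGF 25 nM, 5 min. Detection: SureFire AlphaScreen, 5 h RT. AC50 via standard Hill equation.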
Starred values were filed as active, the others as inactive; ? = inconclusive; & = joins results of further samples; [ ] = remark or other dose. Potency is read from the fitted curve at half-maximal effect. Only part of the results is shown; the hit share may differ from the screen's.

SMILES	ERK EGF block
COC(=O)C1=C(C)N(c2cc(C)cc(C)c2)/C(=C/c2ccco2)C1=O	2.2%
Cc1ccccc1NS(=O)(=O)c1ccc2[nH]c(=O)[nH]c2c1	3.4%
Cc1cnc2cc(Cl)ccc2c1SCC(=O)O	-4.0%[57.5 µM]
O=C(CSc1nnc(-c2cccs2)n1CC1CCCO1)N1CCCC1 (stereo not given)	-7.1%
O=C(COC(=O)C1CCCCC1)Nc1cc([N+](=O)[O-])ccc1F	7.7%
COCCCN=Cc1c(-c2ccccc2)[nH]n(-c2nc3ccccc3s2)c1=O	-12.2%[57.5 µM]
CC(C)(C)c1ccc(NC(=O)N2CCN(c3ccc([N+](=O)[O-])cn3)CC2)cc1	?
CCn1c(CNc2cccc(C(F)(F)F)c2)n[nH]c1=S	-1.0%
CCOc1ccc(N2C(=O)CC(NCCNc3ccc(C(=O)c4cccs4)cc3)C2=O)cc1 (stereo not given)	-8.0%
Cc1ccc(C(=O)NCCc2cccc(Cl)c2)cc1[N+](=O)[O-]	-6.8%
C/C(O)=C(\C#N)P(=O)(c1ccccc1)c1ccccc1	-10.3%[57.5 µM]
OCCn1c(C(F)(F)F)nc2ccccc21	9.0%
COc1cc(NC(=S)NC(=O)C(C)C)ccc1NC(=O)c1cc2ccccc2o1	-4.3%
Cc1ccc(S(=O)(=O)Nc2cnc3ccccc3c2)cc1	-3.4%
COc1ccc(-n2ccnc2SCC(=O)NCc2ccco2)c(OC)c1	-0.1%
Cc1ccc(SC2CC(=O)N(c3ccc4c(c3)OCCO4)C2=O)cc1 (stereo not given)	-2.1%
COc1ccc(CN(CC(=O)NC2CCCCC2)C(=O)CCCC(=O)Nc2ccccn2)cc1	8.1%
CC(=O)N1CCN(c2ccc([N+](=O)[O-])c(-n3nc(C)cc3C)c2)CC1	-6.9%
O=C(O)CCC/C=C\C[C@@H]1[C@@H](/C=C/[C@@H](O)COc2cccc(Cl)c2)[C@H](O)C[C@@H]1O	-10.5%&1.2%
COCCNc1nc2sc3c(c2c(=O)n1Cc1ccco1)CCCCC3	-1.5%
COCc1cc(=O)[nH]c(-c2ccc(C(F)(F)F)cc2)n1	-11.4%[57.5 µM]
CSc1nc2c(c(=O)[nH]1)C(c1ccccc1Cl)CC(=O)N2 (stereo not given)	-1.3%
N#C/C(=C\c1cccs1)C(=O)Nc1nccs1	-12.8%
Cc1ccc(C2(c3noc(CN(C)Cc4cnn(C)c4)n3)CCCC2)cc1	-0.6%
Cc1cc(C)c(C#N)c(SCC(=O)NN2CC(=O)N(c3ccccc3F)CC2=O)n1	-2.8%
COc1ccccc1-n1cc(-c2ccc(Cl)cc2)[nH]c1=O	3.9%
COc1ccccc1CNC(=O)COC(=O)c1cccnc1SCC(=O)NCc1ccccc1OC	5.4%
Cc1cccc(-c2nnc(NC(=O)c3ccc(N4C(=O)CCC4=O)cc3)s2)c1	1.6%
O=C(N/N=C/c1coc2ccccc2c1=O)c1cccc([N+](=O)[O-])c1	0.4%
N#Cc1cc2[nH]c(=O)c(=O)[nH]c2cc1[N+](=O)[O-]	-6.9%
Cc1ccc(-n2c(SCC(=O)OC(C)C)nnc2-c2ccncc2)cc1	-4.4%
CC(=O)c1ccc(NC(=S)N2CCCC(CO)C2)cc1 (stereo not given)	-1.8%
COc1cccc(CN(C)CC(=O)Nc2ccccc2C(C)C)c1	-6.2%
Cc1cccc(-c2nc3c(c(SCC(=O)N(C)C)n2)CCCC3)c1	-1.3%
CCC(=O)NNc1ccc(Br)cc1	4.9%
CCCc1c(C)nn(C(=O)/C(C#N)=N/Nc2ccccc2[N+](=O)[O-])c1C	-3.8%
Cc1cc(C(=O)COC(=O)c2cccnc2Cl)c(C)n1CC1CCCO1 (stereo not given)	0.1%
Cc1cc(-c2nnc(CCC(=O)NCc3ccc(F)c(F)c3)o2)no1	-5.3%
O=C(NCc1cccc(C(F)(F)F)c1)c1cc(Cl)ccc1Cl	11.2%
COc1ccc(N/C=C/C(=C(C#N)C#N)N(C)C)cc1	-10.4%[57.5 µM]
COc1ccccc1OCCC(=O)OCC(=O)Nc1ccc(Br)cc1	3.8%
C/C(=N\N=c1/sc2ccccc2n1C)c1ccccn1	9.7%
COc1ccc(C2/C=C\CN(Cc3ccncc3)CC(=O)N2Cc2ccc(F)cc2)cc1 (stereo not given)	3.4%[57.5 µM]
Cc1nn(-c2ccc(F)cc2)c(C)c1CN1CCN(Cc2ccccc2)C(CCO)C1 (stereo not given)	-7.3%[57.5 µM]
CC(=O)Nc1ccc(C2=NN(C)C(=NCc3ccccc3)SC2)cc1	6.4%
O=C(CN1C(=O)S/C(=C/c2ccc(N3CCOCC3)cc2)C1=O)N1CCOCC1	3.3%
CCCNCc1cc(OC)c(OCC(=O)Nc2ccccc2)cc1Br	-4.6%
COc1ccc(NC(=O)c2cn(-c3ccccc3)nc2-c2ccncc2)cc1	9.6%
CSc1ccccc1NC(=O)c1ccc([N+](=O)[O-])cc1	-8.6%
c1ccc2c(CN3CCOCC3)csc2c1	-6.1%
COC(=O)C/C=N/N=C1/NC(=O)/C(=C/C(=O)O)S1	-0.3%[57.5 µM]
CC1(C)CC(=O)C2=C(C1)N(N1CCOCC1)C(N)=C(C#N)C2c1cccs1 (stereo not given)	4.0%
O=C1C2C=CC=CC2=NC(=S)N1CCN1CCC(=C(c2ccc(F)cc2)c2ccc(F)cc2)CC1 (stereo not given)	17.7%
O=C(Cc1cccs1)Nc1cc(SCCO)cc([N+](=O)[O-])c1	-13.2%
CCCOc1ccc(NC(=O)CC2C(=O)N(CC)C(=S)N2CCCN2CCN(Cc3ccccc3)CC2)cc1 (stereo not given)	?
c1ccc(CCC2CCCCN2Cc2nc(-c3ccc4c(c3)OCO4)no2)nc1 (stereo not given)	?
O=C1c2ccccc2NC(c2ccccc2)N1NS(=O)(=O)c1ccccc1 (stereo not given)	-3.6%
CCN(CC(=O)NC(C)C)C(=O)[C@H](C)NC(=O)c1ccc(Br)cc1	5.4%
Cc1ccc(Oc2nc3ccccn3c(=O)c2/C=C(\C#N)C(=O)Nc2c(C)n(C)n(-c3ccccc3)c2=O)cc1	2.0%
O=C(Nc1ccccc1)Nc1cc([N+](=O)[O-])ccc1F	-4.0%

Other records.
SMILES	ERK EGF block
O=c1[nH]c(-c2ccccc2F)nc2c1sc(=S)n2Cc1ccccc1	1.9%
CCn1ccnc1CN1CCN(CCC(C)C)C(CCO)C1 (stereo not given)	-1.8%
CCCNC(=O)c1ccc2c(=O)c(O)c(-c3ccc(Cl)c([N+](=O)[O-])c3)[nH]c2c1	-12.0%[57.5 µM]
C/C=C(\C)C(=O)O[C@H]1CC(C)=C2C(=O)C=C(C)C2[C@@H]2OC(=O)[C@@](C)(OC(=O)C=C(C)C)C21 (stereo not given in full)	0.6%
CCN(c1ccc(NC(=O)c2ccc(Cl)nc2)cc1)C(C)C	8.6%
Cn1cccc1/C=C1\SC(=S)N(CC(=O)O)C1=O	-4.5%
CC[C@](N)(CCC(=O)O)C(=O)O	-1.9%
COc1ccc(CNc2nc(-c3ccccc3)nn2C(=O)c2ccc([N+](=O)[O-])cc2)cc1	?
O=C(CSc1n[nH]c(=O)[nH]c1=O)Nc1ccc2c(c1)C(=O)c1ccccc1C2=O	-2.3%[57.5 µM]
CC(=O)c1cnc(-c2cccc(Cl)c2)s1	-6.8%
O=S(=O)(NC(=S)NC1CCCCC1)c1ccccc1	-0.2%
O=C(c1ccncc1)N1CCC2(CCCN(Cc3nccs3)C2)CC1	1.7%
CN(C)CCN(C)Cc1ccccc1Sc1cccc2ccccc12	?
COc1ccc(Nc2oc(-c3ccc(F)cc3)nc2C#N)cc1	-2.5%[57.5 µM]
CCc1nnc(NS(=O)(=O)c2ccc(N/C=C\C(=O)c3ccc(F)cc3)cc2)s1	-4.0%
CC(/C=C/c1ccccc1)=N\NC(=O)c1cc(C)[nH]n1	0.5%
COC(=O)COc1ccc(S(=O)(=O)N2CCCCC2)cc1[N+](=O)[O-]	-10.4%
Cc1cc(Cl)ccc1NC(=S)N1CCN(C(=O)C2CCCO2)CC1 (stereo not given)	?
O=C(CN1CCCCCC1)Nc1ccc(F)c(F)c1	1.1%
COC(=O)c1ccccc1N=Nc1c(C)n[nH]c1C	-6.9%[57.5 µM]
COc1ccccc1CNC(=O)CCc1c(C)nc2cc(-c3ccccc3OC)nn2c1C	4.8%[57.5 µM]
CCOC(=O)c1c(C)[nH]c(C(=O)NNC(=O)c2ccc(C(C)(C)C)cc2)c1C	0.6%
CCN(C(=O)CSc1ccc2ccccc2c1)C1CCS(=O)(=O)C1 (stereo not given)	-5.8%
C=C(C(C)=O)C(O)c1ccc2ccccc2c1 (stereo not given)	1.2%
CCOC(=O)c1sc(NC(=O)CNCc2ccccn2)c(C(=O)OCC)c1C	3.1%[57.5 µM]
COC(=O)c1cc2c(s1)-c1cc(F)ccc1OC2	2.2%[57.5 µM]
CN1CCN(Cc2c(O)ccc3cc(Br)ccc23)CC1	-3.2%
Cc1occc1C(=O)N/N=C/c1ccc2c(c1)OCO2	-22.8%[57.5 µM]
CCSc1ccccc1C(=O)Nc1cc(OC)c(OC)c(OC)c1	-6.2%
O=[N+]([O-])c1ccccc1Sc1nccn1Cc1ccccc1	28.3%
Cc1cc(C(=O)OCC(=O)NC2CCS(=O)(=O)C2)c2ccccc2n1 (stereo not given)	1.1%
CCOc1ccc(C(C)NC(=O)Cc2ccccc2F)cc1OCC (stereo not given)	-4.2%
COc1cccc(Oc2ccc(OC)cc2C(=O)O)c1	-5.7%[57.5 µM]
COc1ccc(C2=NC(=O)NC2c2ccc(OC)cc2)cc1 (stereo not given)	7.6%[57.5 µM]
Cc1cccc(C(=O)NC(=S)Nc2ccc3[nH]c(=O)[nH]c3c2)c1	5.4%
O=c1c2c(nc3nc(NCc4cccc(Cl)c4)[nH]n13)CCC2	-4.7%
Cn1ncc2c(NNC(=O)Cc3ccccc3)ncnc21	2.2%
CCN(CC)S(=O)(=O)c1cccc(C(=O)/C=C2/N(C)c3ccccc3C2(C)C)c1	?
CCOC(=O)CN1C(=O)N[C@@H](c2ccc(Br)cc2)C(C(=O)OC)=C1C	1.0%[57.5 µM]
N#Cc1c(-c2ccccc2)c(-c2ccccc2)nn(CC(=O)NNC(=O)Nc2ccc(Cl)cc2)c1=O	5.4%[57.5 µM]
NNC(=O)c1ccc(Cn2cc(Cl)cn2)o1	2.1%[57.5 µM]

Filtered by structure: those above with a nitro group on carbon
SMILES	ERK EGF block
O=C(COC(=O)C1CCCCC1)Nc1cc([N+](=O)[O-])ccc1F	7.7%
CC(C)(C)c1ccc(NC(=O)N2CCN(c3ccc([N+](=O)[O-])cn3)CC2)cc1	?
Cc1ccc(C(=O)NCCc2cccc(Cl)c2)cc1[N+](=O)[O-]	-6.8%
CC(=O)N1CCN(c2ccc([N+](=O)[O-])c(-n3nc(C)cc3C)c2)CC1	-6.9%
O=C(N/N=C/c1coc2ccccc2c1=O)c1cccc([N+](=O)[O-])c1	0.4%
N#Cc1cc2[nH]c(=O)c(=O)[nH]c2cc1[N+](=O)[O-]	-6.9%
CCCc1c(C)nn(C(=O)/C(C#N)=N/Nc2ccccc2[N+](=O)[O-])c1C	-3.8%
CSc1ccccc1NC(=O)c1ccc([N+](=O)[O-])cc1	-8.6%
O=C(Cc1cccs1)Nc1cc(SCCO)cc([N+](=O)[O-])c1	-13.2%
O=C(Nc1ccccc1)Nc1cc([N+](=O)[O-])ccc1F	-4.0%
CCCNC(=O)c1ccc2c(=O)c(O)c(-c3ccc(Cl)c([N+](=O)[O-])c3)[nH]c2c1	-12.0%[57.5 µM]
COc1ccc(CNc2nc(-c3ccccc3)nn2C(=O)c2ccc([N+](=O)[O-])cc2)cc1	?
COC(=O)COc1ccc(S(=O)(=O)N2CCCCC2)cc1[N+](=O)[O-]	-10.4%
O=[N+]([O-])c1ccccc1Sc1nccn1Cc1ccccc1	28.3%
